Screens (PubChem)
IDE inh – cellular human IDE inhibition; HEK cells, FAbetaB cleavage, fluorescence polarization; 0.41% of 320,000 active; P14735; AID 434962; inhibition, % at 5.59 µM;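 active = percent inhibition above the average of all tested compounds plus 3 SD, set per screening campaign, cut at about 16% in these data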;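 also: IDE supplied by intact live HEK cells; FP after avidin binding of uncleaved biotin substrate so inhibition keeps polarization high; 0% = DMSO wells and 100% = 60 µM reference IDE inhibitor Ii1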
Target sequence (P14735 whole entry, looked up): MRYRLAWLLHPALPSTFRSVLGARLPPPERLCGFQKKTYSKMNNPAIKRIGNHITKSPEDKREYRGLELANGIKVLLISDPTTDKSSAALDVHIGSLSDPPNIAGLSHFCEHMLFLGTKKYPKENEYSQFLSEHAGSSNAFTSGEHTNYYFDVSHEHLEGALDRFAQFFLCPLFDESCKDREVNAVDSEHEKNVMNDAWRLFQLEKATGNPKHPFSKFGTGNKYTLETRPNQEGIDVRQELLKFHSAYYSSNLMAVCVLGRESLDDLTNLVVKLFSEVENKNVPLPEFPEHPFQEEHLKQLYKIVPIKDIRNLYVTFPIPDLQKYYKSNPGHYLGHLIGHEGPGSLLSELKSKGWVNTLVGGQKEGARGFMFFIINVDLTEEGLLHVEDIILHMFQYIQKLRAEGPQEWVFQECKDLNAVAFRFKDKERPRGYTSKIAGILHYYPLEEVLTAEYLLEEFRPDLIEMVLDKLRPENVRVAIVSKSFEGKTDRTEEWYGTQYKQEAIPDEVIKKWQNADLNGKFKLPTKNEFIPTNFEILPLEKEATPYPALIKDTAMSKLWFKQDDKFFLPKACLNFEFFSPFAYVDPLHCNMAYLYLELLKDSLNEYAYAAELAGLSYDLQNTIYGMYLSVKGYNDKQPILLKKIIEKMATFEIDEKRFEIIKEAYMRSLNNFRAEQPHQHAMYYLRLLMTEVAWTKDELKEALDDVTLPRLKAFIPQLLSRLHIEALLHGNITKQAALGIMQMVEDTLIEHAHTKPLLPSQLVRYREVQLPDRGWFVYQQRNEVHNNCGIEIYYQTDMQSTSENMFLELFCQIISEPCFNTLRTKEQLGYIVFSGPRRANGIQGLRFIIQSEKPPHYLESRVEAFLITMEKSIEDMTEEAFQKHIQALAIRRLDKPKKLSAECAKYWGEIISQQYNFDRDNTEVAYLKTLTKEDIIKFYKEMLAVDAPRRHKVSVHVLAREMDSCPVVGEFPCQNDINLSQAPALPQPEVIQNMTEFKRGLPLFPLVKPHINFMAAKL
CRFBP-R2 block – CRF-BP/CRF-R2 complex antagonism; HEK293 CRF-R2/CRF-BP, CRF-induced calcium fluorescence; inhibition, % at 11.8 µM; 0.59% of 350,000 active;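 active = inhibition of the ligand-induced calcium signal above about 50% at the single tested concentration, limit read from the data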
CRFBP-R2 agonist – agonists of human CRF-binding protein/CRF-R2 receptor complex; 0.46% of 350,000 active; activation, % at 13.2 µM; HEK293 CRF-R2/CRF-BP, calcium dye fluorescence (FLIPR); percent of saturating CRF peptide response;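 active = activation of at least 50%, plus an integration ratio under a set limit after plate pattern correction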;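 also: plate controls were neutral control wells without compound for no effect and CRF at EC100 for full effect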
Numbers without * were called inactive.

| SMILES | IDE inh | CRFBP-R2 block | CRFBP-R2 agonist |
| --- | --- | --- | --- |
| O=C(Nc1cc(=O)[nH]c2nc(-c3ccc(Cl)cc3)nn12)c1ccccc1 | 0 | 29 | 1.5 |
| COc1ccccc1N1CCN(CCN2C(=O)CC(=C3c4ccccc4-c4ccccc43)C2=O)CC1 | 7 | 13 | -0.5 |
| CC(/C=N/n1c(-c2cccnc2)n[nH]c1=S)=C\c1ccco1 | 5 | 4 | -1.6 |
| CN1CCN(Cc2c(O)ccc3cc(Br)ccc23)CC1 | 1 | -28 | -1.0 |
| CN(CC(=O)NC(=O)NCc1ccco1)CC(=O)Nc1ccccc1Cl | 1 | 10 | -1.1 |
| CCOC(=O)c1[nH]c(COC(=O)CCCOc2ccccc2)c(C(=O)OCC)c1C | -2 | 11 | 0.6 |
| Cc1cc(CC(=O)O)c2oc(-c3ccoc3)cc(=O)c2c1 | 1 | -8 | 1.9 |
| O=C(N/N=C/c1ccc([N+](=O)[O-])cc1)c1cnccn1 | -4 | 9 | -0.3 |
| N#CC1=C(N)N2C(=C(C#N)C1c1ccc(Br)cc1)Nc1ccccc12 (stereo unspecified) | 4 | 39 | 49 |
| Clc1ccc(N2CCN(Cc3c[nH]c4ncccc34)CC2)cc1 | 6 | -15 | -1.9 |
| O=C1C=CC(=O)C(C2=C3C(=O)N(CCc4ccccc4)CC(=O)N3CCC2)=C1 | 40* | -8 | 1.6 |
| CCOC(=O)N1C2=NC(C(=O)OC)=C(C(=O)OC)[C@@H]3N(Cc4ccccc4)c4ccccc4[C@]23C[C@H]1C(=O)OC | -5 | 2 | -2.0 |
| CCCNC(=O)c1c[nH]c2ccc(S(=O)(=O)N(C)c3ccc(OCC)cc3)cc2c1=O | -8 | -8 | 0.7 |
| CC(C)c1nnc(NC(=O)CCC(=O)NC2CCCCC2)s1 | 3 | 6 | -0.3 |
| Nc1ccc(Cc2nc3cc4ccccc4cc3[nH]2)cc1 | 4 | -7 | -3.6 |
| COc1ccc(C(=O)N(C)C2CCN(C)CC2)cc1S(=O)(=O)Nc1cc(Cl)ccc1Cl | 5 | 14 | 0.6 |
| COc1cccc(OC)c1OCCCOc1ccc(C)cc1Br | -2 | 15 | 5.4 |
| CCC1=C(OC(=O)N(CC)CC)N2C(=O)OC(=NCC3CC3)[C@]2(Cc2ccccc2)[C@H]2C1=CC[C@H]1C(=O)N(CC(=O)OC)C(=O)[C@H]12 | -2 | -1 | 0.8 |
| Cn1c(=O)c2c(ncn2CC(=O)N/N=C/C=C\c2ccccc2[N+](=O)[O-])n(C)c1=O | 1 | 4 | 0.3 |
| COc1ccc2cc3c(N)c(C(=O)N4CCCC4)sc3nc2c1 | -1 | 4 | -1.6 |
| O=c1cc(-c2ccccc2Cl)oc2c(NS(=O)(=O)c3ccccc3OC(F)(F)F)ccc(O)c12 | 1 | -7 | 0.8 |
| CCCCC1CCC(C(=O)N(CC(C)C)c2c(N)n(Cc3ccccc3)c(=O)[nH]c2=O)CC1 (stereo unspecified) | 4 | 4 | 0.8 |
| CCOC(=O)N1CCN(Cc2ccc(O)c3ncccc23)CC1 | -6 | -18 | 1.8 |
| CS(=O)(=O)N1c2ccccc2[C@]2([C@@]34C[C@H]5C(=O)N[C@@H](Cc6ccccc6)C(=O)N5[C@@H]3N(S(C)(=O)=O)c3ccccc34)C[C@H]3C(=O)N[C@@H](Cc4ccccc4)C(=O)N3[C@H]12 | 2 | 4 | 0.5 |
| C[C@@H]1NC(=O)c2cc([N+](=O)[O-])cc(I)c2NCCCC[C@@H](C(N)=O)NC(=O)[C@H](CC(N)=O)NC1=O | 2 | -7 | -0.7 |
| CCO[C@@H]1OC(C(=O)N2CCN(C)CC2)=C[C@H](C(C)(C)C)[C@H]1CCCO | 8 | 4 | 2.1 |
| CCOc1ccc(C2C(C(=O)c3cccs3)=C(O)C(=O)N2CCCn2ccnc2)cc1 (stereo unspecified) | 3 | -8 | -2.4 |
| Cc1cc2c(nc1C)CCCN2C[C@@H](C)O/N=C1/[C@H]2CCn3c(=O)n(-c4ccccc4)c(=O)n3[C@H]2[C@H](O)[C@@H]2O[C@H]12 | -1 | -12 | -1.5 |
| Cn1c(=O)c(Nc2ccc(Cl)cc2)c2c3c(cccc31)C(=O)c1ccccc1-2 | 16 | -241 | 111* |
| COC(=O)C1=C(C)N(CC2CC2)C(=O)N[C@H]1c1ccc(Br)cc1 | 1 | -10 | -2.3 |
| CC1=C(C(=O)OCc2ccccc2)C(c2ccccc2OS(=O)(=O)c2ccc(C)cc2)NC(=O)N1CCCC(=O)O (stereo unspecified) | 0 | 0 | 1.1 |
| Nc1nc(=S)n(-c2ccccc2)[nH]1 | 0 | 22 | -6.1 |
| CN1Cc2sc(NC(=S)NC(=O)c3ccccc3)c(C#N)c2CC1(C)C | 58* | -70 | 93* |
| CCCNCC1COc2ccccc2O1 (stereo unspecified) | 3 | -17 | 0.9 |
| CC(C)(C)OC(=O)N1CCC(CC2CC(c3cccc(Br)c3)=NO2)(C(=O)NCC2CCCCC2)CC1 (stereo unspecified) | -1 | 1 | 0.8 |
| CC1=NNC(=O)C1CCC(=O)N/N=C/c1ccc(C)cc1 (stereo unspecified) | 6 | 10 | 0.6 |
| CC(=O)Nc1ccc(S(=O)(=O)NCC2CCC(C(=O)NCCCOC(C)C)CC2)cc1 (stereo unspecified) | -4 | 9 | -1.1 |
| CC(C)c1ccccc1NC(=O)Cn1c(/C=C/c2ccccc2)nc2ccccc21 | 2 | 2 | 0.7 |
| Cc1ccc(S(=O)(=O)N2CCC(=O)N(CCOC(=O)NCc3ccccc3)CC2)cc1 | 0 | -2 | -3.8 |
| CN(c1ccccc1)S(=O)(=O)c1ccc(C(=O)Nc2nnc(-c3ccc(F)cc3)o2)cc1 | -4 | -4 | 31 |
| O=C(OCc1ccccc1)c1ccccc1O | 7 | -9 | -2.4 |
| CC[C@]1(c2ccccc2OC)ON(c2ccccc2C(F)(F)F)C1=O | 5 | 26 | 3.8 |
| COc1ccccc1-c1c(NC(=O)c2ccco2)n(C)c2ccccc2c1=O | 3 | -5 | 3.2 |
| CN(C)CCCNCC(=O)NN(c1ccccc1)c1ccccc1 | -3 | -10 | -4.0 |
| Cc1ccc(-n2c(C)c(C)c3c(N)ncnc32)cc1 | 5 | -92 | -2.7 |
| CN(CC(=O)N1CCCCCC1)S(=O)(=O)c1ccc(Br)s1 | 8 | -13 | 0.7 |
| COc1ccc(CCN=C(NS(=O)(=O)c2ccc(Cl)cc2)c2ccccc2)cc1 | -1 | -23 | 6.3 |
| COc1cc([N+](=O)[O-])cc(/C=N/NC(=O)CSc2nnc(-c3ccccc3)n2C)c1O | 4 | -6 | -2.1 |
| O=C(/C=C/c1ccc(N2CCC(c3ccccc3)=N2)cc1)c1ccccc1 | 112* | -284 | 311* |
| COc1cccc([C@@H]2Oc3ccc(OC)cc3C(=O)[C@H]2OC(=O)Nc2cc(OC)c(OC)c(OC)c2)c1 | 1 | -5 | 0.4 |
| COc1ccc(C2/C=C\CN(S(=O)(=O)/C=C/c3ccccc3)[C@H](Cc3ccccc3)C(=O)N2Cc2ccc(F)cc2)cc1 (stereo partly specified) | -3 | 4 | -1.3 |
| O=c1/c(=C\c2cccc(O)c2)sc2nc(-c3ccccc3)c(-c3ccccc3)n12 | -1 | 1 | 1.9 |
| CCOc1cc(NC(=S)NCCOC)c(OCC)cc1NC(=O)c1cccs1 | -1 | 8 | 0.1 |
| COC(=O)c1sc(NC(=O)c2cnccn2)c(C(=O)OC)c1C | -1 | 11 | 1.0 |
| CC(C)(C)NC(=O)C(c1ccco1)N(C(=O)Cn1nnc(-c2ccc(F)cc2)n1)c1ccccc1 (stereo unspecified) | 2 | 19 | 5.7 |
| C#CCOCCOCCOCCNc1nc(N2CCN(C(=O)[C@H](CCC(=O)O)n3cc(C(N)Cc4ccc(O)cc4)nn3)CC2)nc(N2CCN(C(=O)[C@H](CCC(=O)O)n3cc(C(N)CC(C)C)nn3)CC2)n1 (stereo partly specified) | -2 | 7 | -1.8 |
| CN1CCN(c2nc3ccccc3nc2C(C#N)S(=O)(=O)c2ccccc2)CC1 (stereo unspecified) | -4 | -3 | -0.1 |
| O=C(CC1Sc2ncnn2C1=O)Nc1ccc(Cl)cc1 (stereo unspecified) | -1 | 31 | -0.8 |
| CCn1cc(CNC(=O)CCSc2nc(-c3ccco3)cc(C(F)(F)F)n2)cn1 | 4 | -7 | 2.1 |
| CCOC(=O)N1CCN(Cc2cc(Cl)c3cccnc3c2O)CC1 | 3 | -26 | 0.2 |

Copied from the list.
Under CRFBP-R2 agonist, COc1cccc([C@@H]2Oc3ccc(OC)cc3C(=O)[C@H]2OC(=O)Nc2cc(OC)c(OC)c(OC)c2)c1 shows 0.4
Under CRFBP-R2 agonist, COc1ccc(C2/C=C\CN(S(=O)(=O)/C=C/c3ccccc3)[C@H](Cc3ccccc3)C(=O)N2Cc2ccc(F)cc2)cc1 (stereo partly specified) shows -1.3

The results go on:
| SMILES | IDE inh | CRFBP-R2 block | CRFBP-R2 agonist |
| --- | --- | --- | --- |
| COc1ccc(CCC(=O)Nc2sccc2C#N)cc1 | 9 | -3 | 0.5 |
| Cc1cc(=O)oc2c(CN(CC(C)C)CC(C)C)c(O)ccc12 | 2 | 2 | -1.1 |
| COC(=O)CCCC1=CC2=CC(=O)C(C)(OC(=O)C3CCCC3)C(=O)C2=CO1 (stereo unspecified) | 3 | 0 | 17 |
| O=C(NCc1ccco1)C1CCCN(S(=O)(=O)c2cccc3nonc23)C1 (stereo unspecified) | 1 | 4 | -1.0 |
| O=C(CSc1nnc(-c2ccc(Cl)cc2)n1-c1ccc(Cl)cc1)N/N=C/c1ccccc1C(=O)O | 4 | -1 | -1.0 |
| COc1ccc2c(c1)O[C@@H](c1cccc(C(F)(F)F)c1)[C@H](OC(=O)Nc1ccc(OC(F)F)cc1)C2=O | 1 | -15 | 5.0 |
| CCCn1nnnc1SCC(=O)Nc1sc(C)c(C)c1C#N | 8 | -5 | -0.1 |
| COc1ccccc1Oc1c(C)oc2c(CN3CCN(CCO)CC3)c(O)ccc2c1=O | 6 | -1 | -0.4 |
| CC(=O)[C@]1(O)Cc2c(O)c3c(c(O)c2[C@@H](O[C@H]2C[C@H](N)[C@H](O)[C@H](C)O2)C1)C(=O)c1ccccc1C3=O | 1 | -196 | 212* |
| Cc1cc(C(=O)CCl)c(C)n1CCc1ccccc1 | -2 | -50 | -1.2 |
| CCN(Cc1cc2ccccc2[nH]c1=O)C(=O)c1cccc([N+](=O)[O-])c1 | 3 | -9 | 0.3 |
| CC(N=c1ccccn1C(=O)Nc1ccc(Cl)cc1)c1ccco1 (stereo unspecified) | 4 | -30 | -2.1 |
| Nc1ccc(Br)c2c1C(=O)c1ccccc1C2=O | 4 | -83 | 11 |
| NC(=O)C(CC(=O)O)NC(=O)[C@@H]1CCOc2c(I)cc([N+](=O)[O-])cc2C(=O)N[C@@H](CCC(=O)O)C(=O)N[C@@H](CO)C(=O)N1 (stereo partly specified) | 9 | 9 | -1.5 |
| Cc1c(NC(=O)CSCc2c(F)cccc2Cl)c(=O)n(-c2ccccc2)n1C | -1 | 24 | -3.9 |
| C/C(=N/NC(=O)c1ccoc1C)c1cccc(NC(=O)C(F)(F)F)c1 | 0 | -6 | -4.1 |
| CCC1(C)Cc2c(sc3nc(SC)[nH]c(=S)c23)CO1 (stereo unspecified) | -2 | -14 | 0.1 |
| COC(=O)C1=C(C(=O)OC)[C@@H]2N(C)c3ccc(OC)cc3[C@@]23C[C@@H](C(=O)OC)N(C(=O)NCCBr)C3=N1 | -3 | -2 | -1.6 |
| O=C(O)C1CCCCC1C(=O)Nc1cc(Cl)ccc1Cl (stereo unspecified) | 1 | 5 | 0.0 |
| CCOc1ccc(S(=O)(=O)n2nnc3ccccc32)cc1C | 4 | -6 | 1.6 |
| COC(=O)Cc1[nH]c(Cl)nc1C(N)=O | 8 | -4 | -0.1 |
| Cc1nn2c(N3CCN(C(=O)c4ccco4)CC3)cc(C(C)(C)C)nc2c1-c1ccccc1 | -1 | -2 | 2.7 |
| COc1cc(/C=C2/C(C)=C(C#N)c3nc(N)c(C#N)c(C)c32)ccc1OCC(=O)O | 9 | -13 | 1.9 |
| COc1ccc(C(=O)NC(=S)NNC(=O)c2cccc(C)c2)cc1 | -7 | 0 | 131* |
| C=CCN1c2ccccc2[C@]23C[C@@H](C(=O)OC)N(C(=O)c4cc(C)oc4C)C2=NC(C(=O)OC)=C(C(=O)OC)[C@H]13 | -3 | 7 | -0.3 |
| CCCCCCC(=O)N1C/C=C\C(c2ccc(OC)cc2)N(Cc2ccc(F)cc2)C(=O)[C@H]1Cc1ccccc1 (stereo partly specified) | 0 | 3 | 17 |
| Cc1ccc(S(=O)(=O)N2CCN(C(=O)Cn3nc(C(=O)O)c4ccccc4c3=O)CC2)cc1 | 0 | 8 | -1.2 |
| Cc1ccc(S(=O)(=O)c2cc3c(=O)n4ccccc4nc3n(Cc3ccco3)c2=N)cc1C | 1 | 7 | 79* |
| COc1ccc(CCNC(=O)C2CCN(C(=O)c3ccccc3)CC2)cc1 | -3 | -2 | -0.6 |
| CCn1c(SCC(=O)Nc2nc3ccccc3s2)nc2c(c1=O)SC(C)C2 (stereo unspecified) | 1 | -25 | -0.3 |
| Cc1c(NC(=O)C(C)OC(=O)c2cccc(S(=O)(=O)N3CCOCC3)c2)c(=O)n(-c2ccccc2)n1C (stereo unspecified) | -2 | 20 | -1.3 |
| CC1=C(C(=O)OCc2ccccc2)C(c2ccc(Cl)cc2Cl)NC(=O)N1CCCCCC(=O)O (stereo unspecified) | -3 | 3 | -2.0 |
| Cc1ccc(S(=O)(=O)Nc2ccccc2C(=O)NCC2CCCO2)cc1 (stereo unspecified) | -8 | -8 | -0.2 |
| CS(=O)(=O)N(Cc1nc2sc3c(c2c(=O)[nH]1)CCCC3)C1CCCCC1 | 3 | -1 | -1.0 |

Not all compounds are listed (hit frequency here may not be typical).
